PNC inhibitor = blocks assembly of the perinucleolar compartment; PC3M PTB-GFP, PNC prevalence imaging, 16 h; hits give low values; activity change (PNC), negative = inhibition, % at 10 µM; hit rate 3.1% among 140,000; AID 2417;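 active = readout at or below -70, meaning at least 70% loss of cells showing the perinucleolar compartment, a nuclear body marking cancer cells; inconclusive = readout between -30 and a set limit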;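 also: plate controls were DMSO wells for no effect and camptothecin positive control wells for full effect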
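Compounds are pinned in duplicate onto adhered PC3M cells stably expressing GFP-tagged PTB and incubated 16 h at 37 C. Cells are then fixed, nuclei stained with Hoechst, and PNC-positive cells counted.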
12-hLO inh = 12-hLO (ALOX12) enzyme inhibition; P18054; purified 12-hLO, xylenol orange hydroperoxide absorbance; Potency, µM (highest dose often 57.1 µM), without a hit: top-dose activity change, negative = inhibition, actives largely listed as inhibitors; hit rate 0.12% among 150,000; AID 1452; also: potency is read from the fitted curve at half-maximal effect; nearly all actives have a fitted effect of over 55% in size; many of its hits are not listed in these tables
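Hydroperoxide output read as Fe(III)-xylenol orange absorbance, 573-to-405 nm ratio, after 30 min reaction with 40 uM arachidonic acid. Enzyme: 150 nM purified human 12hLO, 15 min compound preincubation; 25 mM Hepes pH 7.0, room temperature.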
IMPase inh = cell-permeable inhibitors of inositol monophosphatase (IMPase); P97697; CHO-M1 cells, IP1 accumulation, HTRF TR-FRET ratio; inhibition (IP1 accumulation), % at 46.1 µM; 120,000 tested, under 10 active; active = well fitted curve in the direction sought with a large enough effect in the signal ratio, not every such curve was filed as active; inconclusive = small, poorly fitted or top-dose-only effect, or a change in a side signal; inactive = no such curve, though single readings can be large or run the other way; the % refers to the signal ratio;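 also: cells stimulated with carbachol in lithium chloride buffer; plate controls were DMSO basal wells for no effect and reference inhibitor wells for full effect; higher means more IMPase inhibition seen as more IP1 and lower FRET ratio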
Target sequence (P97697 whole entry, looked up): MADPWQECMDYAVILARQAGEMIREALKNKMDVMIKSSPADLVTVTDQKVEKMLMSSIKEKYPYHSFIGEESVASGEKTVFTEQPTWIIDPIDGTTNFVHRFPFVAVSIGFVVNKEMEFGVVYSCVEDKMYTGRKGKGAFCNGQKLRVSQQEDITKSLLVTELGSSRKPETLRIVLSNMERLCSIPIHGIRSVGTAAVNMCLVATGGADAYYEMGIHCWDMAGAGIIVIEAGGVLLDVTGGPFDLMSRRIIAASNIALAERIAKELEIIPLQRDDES
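Measured: the HTRF emission ratio (665/620 nm) plus the 620 nm donor channel, each fitted to the Hill equation to give AC50. Cells were CHO-M1 given compounds up to 46 uM and a 30 min carbachol stimulation at 37C.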
ALOX15B inhib = blocks human 15-lipoxygenase 2 activity; O15296; purified 15hLO-2, xylenol orange hydroperoxide absorbance; Potency, µM (doses to about 57.1 µM), for inactives: at the top dose activity change, negative = inhibition, usual class: inhibitors; hit rate 0.56% among 110,000; also: potency is read from the fitted curve at half-maximal effect; nearly all actives have a fitted effect of over 60% in size; many of its hits are not listed in these tables
Target sequence (O15296 whole entry, looked up): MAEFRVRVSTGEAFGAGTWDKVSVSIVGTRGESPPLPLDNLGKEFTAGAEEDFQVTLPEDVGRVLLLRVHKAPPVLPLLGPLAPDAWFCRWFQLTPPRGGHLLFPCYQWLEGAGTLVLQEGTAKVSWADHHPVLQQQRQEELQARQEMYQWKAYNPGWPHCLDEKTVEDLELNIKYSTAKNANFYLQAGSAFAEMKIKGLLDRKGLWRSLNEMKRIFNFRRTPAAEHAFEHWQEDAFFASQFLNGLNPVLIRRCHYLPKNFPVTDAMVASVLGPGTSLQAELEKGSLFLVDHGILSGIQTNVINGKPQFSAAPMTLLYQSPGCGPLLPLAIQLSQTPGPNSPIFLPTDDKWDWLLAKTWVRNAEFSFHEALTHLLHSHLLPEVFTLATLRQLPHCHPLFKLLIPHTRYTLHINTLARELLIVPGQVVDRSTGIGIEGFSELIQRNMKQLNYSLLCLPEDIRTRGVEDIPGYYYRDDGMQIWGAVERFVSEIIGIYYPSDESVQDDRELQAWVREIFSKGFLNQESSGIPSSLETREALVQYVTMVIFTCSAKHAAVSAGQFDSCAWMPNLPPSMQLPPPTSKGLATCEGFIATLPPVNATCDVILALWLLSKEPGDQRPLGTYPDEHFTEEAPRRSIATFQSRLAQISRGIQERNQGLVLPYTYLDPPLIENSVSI
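Purified human 15hLO-2 (50 nM) preincubated 15 min with compound, then 45 uM arachidonic acid for 90 min at RT in 25 mM Hepes pH 7.5, 0.01% Triton X-100. Hydroperoxide detected by Fe-xylenol orange; 573/405 nm absorbance ratio.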
Active calls of the source: *; ? = inconclusive; . = not tested or not shown; [ ] = another dose, or the depositor's remark. Unless noted, calls follow the shape of the dose curve; as a rule, active = well fitted curve in the direction sought with a large enough effect; inconclusive = small, poorly fitted or top-dose-only effect, or another doubt; inactive = no such curve, though single readings can be large; an effect the other way counts as inactive or inconclusive. Unless noted, % is scaled to controls: 0 for no effect and ±100 for the full control effect. Some of the compounds tested (hit frequency here may not be typical).

molecule	PNC inhibitor	12-hLO inh	IMPase inh	ALOX15B inhib
O=C(NC(=S)Nc1cc(-c2nc3ccccc3[nH]2)ccc1Cl)c1ccc2c(c1)OCO2	-1	5%	.	.
Cc1ccc(-c2csc3ncnc(Cl)c23)cc1	-7	-1%	.	.
O=C(O)C1CCC(=O)N(C2CCCCC2)C1c1ccccc1 (stereo not drawn)	-17	1%	?	.
CC(/C=C/c1ccc2c(c1)OCO2)=N\NC(=O)c1cccc([N+](=O)[O-])c1	13	-4%	-1	-8%
N#Cc1c(F)cccc1N1CCOCC1	?	4%	-11	6%
CCCCn1nnc(NC(=O)CC23CC4CC(CC(C4)C2)C3)n1	?	-1%	-3	5%[2.29 µM]
COc1cc2c(=O)n(Cc3ccccc3)c(=O)n(CC(=O)NCC3CCCO3)c2cc1OC (stereo not drawn)	?	2%	5	3%
Clc1ccc(CSc2nnc([C@@H]3CCCN3)o2)cc1	25	0%	?	12%
CCCc1cc(C(=O)Nc2cc(OC)c(Cl)cc2OC)no1	51	0%	13	11%
O=C(CSc1nc2ccsc2c(=O)n1Cc1ccccc1)NCc1ccco1	-29	3%	10	-1%
O=C(O)CCC(=O)Nc1ccccc1C(=O)Nc1ccccc1	?	9%	-3	0%
O=C(CC1Sc2ccccc2NC1=O)OC(C(=O)NCCc1ccccc1)c1cccnc1 (stereo not drawn)	13	1%	0	?
CCOC(=O)c1c(NC(=S)NC(=O)c2ccc(Cn3cc(Cl)cn3)o2)sc2c1CCCCC2	11	-2%	5	?
O=C(Nc1nnc(CCN2CCOCC2)s1)C1CCCCC1	-22	2%	-13	1%
CCC(=O)n1nc(NCc2ccccc2OC)nc1NCc1ccccc1OC	-14	2%	21	19%
COc1ccc2nc(NC(=O)CCN3C(=O)c4ccccc4C3=O)sc2c1	104	8%	4	.
S=C(NCc1ccccn1)Nc1ccccc1Cl	31	-5%	.	.
Cc1cc(Nc2ccccc2)nn1C(=O)c1ccc([N+](=O)[O-])cc1	6	-12%	-4	.
CCOc1ccccc1NC1=NCC(=O)N1Cc1ccc(F)cc1	?	-1%	11	-4%
CCN1CCN(c2cc(C)c3cc(NC(=O)c4ccccc4F)ccc3n2)CC1	3	7%	6	33%[activator]
CCc1cc(-c2n[nH]c(=S)n2-c2cccc(C)c2)cs1	-21	?	2	?
CCOC(=O)c1c(C)[nH]c2ccc3c(c12)CN1CCc2cc(OC)ccc2[C@@H]1O3	.	1%	10	44%[activator]
CCN(CC)CCNC(=O)c1ccc(Cl)c(S(=O)(=O)Nc2ccc(Cl)cc2)c1	-21	5%	4	21%
CCN(CC)C(=O)C1CCN(S(=O)(=O)c2cccc3nonc23)CC1	-28	0%	-7	-3%
O=C1CC(=O)C(n2cncn2)C(c2cccc(Cl)c2)C1 (stereo not drawn)	-19	-3%	-1	-7%
CN1C(=O)N(CN2CCCCC2)C2C1N(C)C(=O)N2CN1CCCCC1 (stereo not drawn)	?	4%	-3	-2%[2.29 µM]
CCCCC(=O)NS(=O)(=O)c1ccc(N=NN2CCCCC2)cc1	-5	-2%	.	.
Cc1ccc(NC(=O)CN2C(=O)S/C(=C\c3cccn3C)C2=O)cc1	68	-6%	-9	?
COc1ccc(NS(=O)(=O)c2ccc(NS(=O)(=O)c3ccc(SC)cc3)cc2)c(OC)c1	74	-16%	4	-12%
O=S(=O)(Cc1ccc(Cl)cc1)c1ccccc1-c1nnc(-c2ccccc2)o1	?	3%	-8[1.84 µM]	-12%[11.4 µM]
Cc1nn(C(C)C(=O)O)c(=O)c2c1sc1ccccc12 (stereo not drawn)	?	4%	5	19%
O=C1c2ccccc2CC[C@H]1CNCCc1ccc(O)cc1	.	-6%	2	14%
COc1ccc(NC(=O)c2ccco2)cc1NC(=O)c1c(F)c(F)c(OC)c(F)c1F	?	-7%	5	-4%
Cc1ccc(SCc2ccc(C(=O)Nc3cccc([N+](=O)[O-])c3C)cc2)cc1	62	2%	6	-13%
CC(C)[C@@H]1[C@H]2CC[C@H](C2)[C@H]1N	.	-1%	0	45%[activator]
COc1ccc(CC(NC(C)=O)C(=O)NC2CCN(S(=O)(=O)c3ccccc3)CC2)cc1OC (stereo not drawn)	16	-4%	4	7%
O=C(Nc1nnc(-c2ccccc2)o1)c1cc(Cl)sc1Cl	34	3%	.	.
O=C(c1ccccc1NS(=O)(=O)c1ccc(Br)s1)N1CCCC1	?	-2%	3	0%
CCN(CC)C(=O)CSc1nc2c(sc(=S)n2-c2ccccc2)c(=O)n1Cc1ccco1	45	-4%	12	-28%
CCCCCCC(=O)N/N=C1\CCCc2ccccc21	?	-3%	.	.
CN=C1SC(CC(=O)Nc2cc(Cl)ccc2Cl)C(=O)N1C (stereo not drawn)	3	-1%	-1	0%
O=Cc1cn(-c2ccccc2)nc1-c1ccc2c(c1)OCCO2	?	-5%	-7	.
COc1cc2c(=O)n(Cc3ccco3)c(=O)n(CC(=O)c3ccc(Br)cc3)c2cc1OC	18	0%	-2	-3%
N#C/C(C(=O)NCc1ccccc1)=C1/N=C(NC(=O)c2cccs2)c2ccccc21	34	-1%	3	.
N#Cc1cc(Br)ccc1N=C1CCCN1c1ccccc1	26	-7%	.	.
COC(=O)c1c(NC(=O)C2CC2)sc2c1CCCC2	?	-2%	-2	-3%
CCCNc1c(N)c(=O)oc2ccccc12	?	-21%	5	-4%
Cn1c(SCC(=O)NNC(=O)Cc2ccccc2)nnc1-c1ccccc1	21	0%	-8	.
CSc1ccccc1NS(=O)(=O)c1ccc2c(c1)OCCO2	-19	-2%	-3	-1%
Cc1cccc(NC(=O)CS(=O)(=O)Cc2ccccc2)n1	-15	-4%	8	-2%
Cc1ccc2nc(N/N=C\c3cccc(C)n3)cc(C)c2c1	.	-4%[11.4 µM]	.	32%[activator][11.4 µM]
O=C(NCCCO)c1ccc2[nH]c3ccccc3c2c1	-20	-3%	-4	-2%
O=S(=O)(c1cccc(NC(=S)N2CCN(c3ccccc3)CC2)c1)C(F)F	4	-6%	7	.
Cc1cc(NC(=O)COC(=O)c2cc3c(s2)CCC(C)C3)no1 (stereo not drawn)	?	2%	1	1%
CCN1C(=O)/C(=C/c2ccc(OC)c(OC)c2)N=C1SCC(=O)NCc1ccco1	33	3%	.	.
Cc1cc(C(=O)COC(=O)CN=C2NS(=O)(=O)c3ccccc32)c(C)n1CCc1ccc(Cl)cc1	16	-1%	.	.
Cc1ccc2c(c1)N(CC(=O)N1CCCCC1c1cccnc1)C(=O)CO2 (stereo not drawn)	19	2%	6	-2%
CC(=O)Nc1nc(C(F)(F)F)cs1	42	-4%	.	.
CCC/C=C(\CCC)C(NC(=O)c1ccc(C(F)(F)F)cc1)c1ccc(C(F)(F)F)cc1 (stereo not drawn)	.	-1%	.	11%
CCc1ccccc1N1C(=O)c2ccccc2S1(=O)=O	121	-2%	.	.

(continued)
molecule	PNC inhibitor	12-hLO inh	IMPase inh	ALOX15B inhib
COC(=O)C(CCSC)NC(=O)c1cccc([N+](=O)[O-])c1 (stereo not drawn)	-11	-7%	4	-2%
CCc1ccc(C(=O)/C=C/c2ccc([N+](=O)[O-])o2)cc1	15	?	-2	-9%
CC(C)[C@H](NC(=O)NC1CCCC1)C(=O)O	21	3%	1	-3%
CCOc1cc(C(=O)N2CCN(c3ccc(C(C)=O)cc3)CC2)cc(OCC)c1OCC	43	-9%	6	-2%
COc1cccc(/C=N/n2cncn2)c1OCC#N	?	-1%	3	3%
COCCOc1ccc(C(F)(F)F)cc1Nc1nc2ccccc2o1	10	-8%	5	4%
CC(C)Oc1ccc(C(=O)Nc2ccccc2N2CCCC2)cc1	53	-5%	3	-9%
CCc1ccc(/C=N/NC(=O)c2c[nH]c3ccccc23)s1	15	-2%	.	.
COc1ccc(C(=O)N/N=C/c2ccc(OC)c(CN3CCN(c4ccc(F)cc4)CC3)c2)cc1	-10	-1%	.	.
Cc1ccc(N(C(=O)c2csnn2)C(C(=O)NC(C)(C)C)c2ccncc2)cc1 (stereo not drawn)	20	-1%	3	-8%
Cc1nnn(C23CC4CC(CC(C(=O)NN)(C4)C2)C3)n1	-114*	-4%	.	.
Cc1nnc(SCC(=O)N2CCC(C(N)=O)CC2)s1	-29	-2%	?	.

In another format: entries from further up
PNC inhibitor | 12-hLO inh | IMPase inh | ALOX15B inhib | Compound
-10 | -1% | . | . | COc1ccc(C(=O)N/N=C/c2ccc(OC)c(CN3CCN(c4ccc(F)cc4)CC3)c2)cc1
20 | -1% | 3 | -8% | Cc1ccc(N(C(=O)c2csnn2)C(C(=O)NC(C)(C)C)c2ccncc2)cc1 (stereo not drawn)
-114* | -4% | . | . | Cc1nnn(C23CC4CC(CC(C(=O)NN)(C4)C2)C3)n1
-29 | -2% | ? | . | Cc1nnc(SCC(=O)N2CCC(C(N)=O)CC2)s1

More entries.
molecule	PNC inhibitor	12-hLO inh	IMPase inh	ALOX15B inhib
O=C(COC(=O)CCOc1ccccc1)Nc1ccc(Cl)cn1	5	-6%	-6[1.84 µM]	2%[11.4 µM]
NC(=O)N(CCC(=O)O)c1ccccc1	25	-1%	.	.
CCc1ccc(Nc2nnc(SCC(=O)Nc3cccnc3Cl)s2)cc1	54	-4%	-2	.
CCOc1ccc(N(CC(=O)NC2CCCCCC2)S(=O)(=O)c2c(C)noc2C)cc1	-5	-8%	2	-2%
Oc1cc(O)c2c(c1)OC(c1ccc(O)c(O)c1)C(O)C2 (stereo not drawn)	.	-11%	.	15%
COC(=O)c1ccc(Oc2nc3c(c(=O)n(C)c(=O)n3C)n2CCC(C)C)cc1	38	4%	4	0%
CC1CC(NC(=O)C2(C)CC2(Cl)Cl)CC(C)(C)C1 (stereo not drawn)	?	-1%	-7	-1%
COCCn1c(=NC(=O)c2ccco2)sc2cc(C(=O)OC)ccc21	?	2%	?	.
CC1=CCC2C(=O)N(c3ccc(C)cc3)C(=O)C2C1 (stereo not drawn)	42	-5%	2	4%
N/C(=N\OC(=O)COc1ccc(Br)cc1)c1cccnc1	?	8%	.	.
CC(C)CNC(=O)C(=O)NN=C1CCCCCC1	12	-1%	.	.
COCC(=O)N1CCC[C@@]2(CCN(Cc3ccc(C#N)cc3)C2)C1	.	4%	.	-4%
COc1ccc(OC)c(C2C(C(=O)c3cccs3)=C(O)C(=O)N2CCN(C)C)c1 (stereo not drawn)	15	1%	-3	-4%
Cc1c(C(=O)Nc2nnc(C(F)(F)F)s2)oc2ccccc12	43	-3%	-1	-4%
Cc1ccc(CNC(=O)C2c3ccccc3C(=O)N(C)C2c2c[nH]c3ccccc23)o1 (stereo not drawn)	1	-2%	3	-10%
CCCCn1nc2cc(C(=O)NCc3ccccc3OC)ccc2c1OCC	?	-1%	-9[1.84 µM]	5%[11.4 µM]
CN(Cc1cnc2nc(N)nc(N)c2n1)c1ccc(C(=O)N[C@H](CCC(=O)O)C(=O)O)cc1	.	2%[25.6 µM]	3[20.6 µM]	-4%[25.6 µM]
C=C1C(=O)OC2C[C@@]3(C)CCCC(C)C3=CC12 (stereo partly drawn)	.	-2%	.	-1%
Cc1ccc(N2C(=O)CC(n3ccnc3)C2=O)cc1C (stereo not drawn)	43	-3%	2	1%
COc1ccc2nc(/N=C(\N)NC(=O)N3c4ccccc4Sc4ccccc43)nc(C)c2c1	-12	-5%	.	.
CCSc1nnc(NC(=O)CSc2nc3c(c(=O)n2C)SC(C)C3)s1 (stereo not drawn)	55	-2%	0	1%

High-throughput results: PubChem BioAssay, National Center for Advancing Translational Sciences (NCATS)
